Bioassay records deposited in PubChem by National Center for Advancing Translational Sciences (NCATS).
BLM inh – blocks DNA unwinding by human BLM helicase | P54132 | recombinant BLM DNA unwinding, fluorescence dequenching | Potency, µM (titrated, usually from 56.1 µM), without a hit: top-dose activity change, negative = inhibition, usual class: inhibitors | hit rate 0.2% among 350,000;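 also: plate controls were vehicle for no effect and no enzyme for full effect; nearly all actives have a fitted effect of over 35% in size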
Pol eta inh – DNA polymerase eta (human) inhibition. recombinant Pol eta, fluorescent DNA replication assay. AID 588591. Q9Y253. Potency, µM (titrated, usually from 114 µM), inactives show top-dose activity change, negative = inhibition, actives largely listed as inhibitors. hit rate 1.2% among 390,000; also: % is scaled to controls: 0 for no effect and ±100 for the full control effect
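Fluorescent replication assay: 50 nM final substrate added after a 15 min room-temperature compound preincubation with 10 nM enzyme. Signal taken at 0 min and again at 10 min.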
G9a block – G9a (human) methyltransferase inhibition. Q96KQ7. G9a H3K9 monomethylation, AlphaScreen, 2 h. Potency, µM (highest dose often 102 µM), for inactives: at the highest dose activity, negative = inhibition, usual class: inhibitors. hit rate 8.8% among 350,000. AID 504332; also: % is scaled to controls: 0 for no effect and ±100 for the full control effect; nearly all actives have a fitted effect of over 75% in size
Target sequence (Q96KQ7 913-1193 limits assumed): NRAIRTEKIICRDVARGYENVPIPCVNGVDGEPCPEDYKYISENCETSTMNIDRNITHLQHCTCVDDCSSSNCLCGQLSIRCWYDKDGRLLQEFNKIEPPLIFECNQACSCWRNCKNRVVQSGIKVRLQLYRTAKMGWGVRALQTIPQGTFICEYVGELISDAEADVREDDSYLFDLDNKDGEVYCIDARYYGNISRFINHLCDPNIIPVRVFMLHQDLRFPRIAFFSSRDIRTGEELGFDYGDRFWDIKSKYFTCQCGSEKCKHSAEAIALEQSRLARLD
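Compounds were preincubated with 20 nM G9a for 15 min, after which biotinylated H3K9 peptide (500 nM) and SAM (20 uM) started a 2 h room-temperature reaction. Monomethylated product was quantified by antibody-based AlphaScreen chemiluminescence.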
BAZ2B inh – blocks human BAZ2B. Q9UIF8. AlphaScreen BAZ2B-H3K14Ac peptide displacement. Potency, µM (doses to about 114 µM), inactives show at the top dose activity change, negative = inhibition, actives largely listed as inhibitors. hit rate 4.4% among 360,000; also: % is scaled to controls: 0 for no effect and ±100 for the full control effect; nearly all actives have a fitted effect of over 60% in size
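Protein-peptide AlphaScreen: BAZ2B 50 nM, b-H3K14Ac 50 nM, 1x PBS pH 7.4 + 0.01% Tween-20. Preincubation 30 min RT; cpd 30 min RT (top 110 uM); beads 20 min RT, light-protected.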
POLK inh – blocks human DNA polymerase kappa activity; Q9UBT6; hit rate 0.53% among 400,000; Potency, µM (titrated, usually from 107 µM), for the others: at the top dose activity, negative = inhibition, actives largely listed as inhibitors; purified Pol kappa, fluorescent DNA synthesis assay, 10 min; AID 588579; also: % is scaled to controls: 0 for no effect and ±100 for the full control effect
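Inhibition of 10 nM Pol kappa is measured by a fluorescent read-out at 0 and 10 min following addition of 50 nM substrate (final), with a 15-min room-temperature compound preincubation.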
APE1 inh – inhibitors of human APE1 endonuclease | AID 2517 | recombinant APE1, TAMRA/BHQ-2 abasic DNA cleavage fluorescence | hit rate 0.35% among 350,000 | Potency, µM (highest dose often 65.8 µM), for inactives: top-dose activity change, negative = inhibition, hits mostly inhibitors;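 also: plate controls were vehicle for no effect and reference inhibitor for full effect; nearly all actives have a fitted effect of over 55% in size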
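Quantitative HTS: incision of a TAMRA/BHQ-2 double-stranded substrate bearing a tetrahydrofuran abasic site by 0.75 nM APE1 raises fluorescence. Substrate 50 nM final, added after 15 min compound preincubation at room temperature; progress as third-minus-first kinetic read difference.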
JMJD2A Tudor inh – blocks the human JMJD2A Tudor domain; O75164; AlphaScreen JMJD2A-Tudor / H3K4me3 peptide binding; Potency, µM (top dose mostly 114 µM), for inactives: at the highest dose activity change, negative = inhibition, usual class: inhibitors; hit rate 4.4% among 390,000; AID 504339; also: % is scaled to controls: 0 for no effect and ±100 for the full control effect; nearly all actives have a fitted effect of over 50% in size
Pol beta inh – inhibitors of human DNA polymerase beta | P06746 | Pol beta primer extension/strand displacement, fluorescence kinetic | Potency, µM (doses to about 114 µM), without a hit: at the highest dose activity change, negative = inhibition, usual class: inhibitors | hit rate 1.3% among 340,000; also: % is scaled to controls: 0 for no effect and ±100 for the full control effect
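Homogeneous kinetic assay of primer extension and strand displacement by 10 nM Pol beta, preincubated 15 min at room temperature with compound before 50 nM substrate (final) was added. Read at 0 and 10 min; four-parameter Hill fit.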
POLI inh – blocks human DNA polymerase iota activity; Q9UNA4; Pol iota fluorescent replication assay, 10 min; Potency, µM (series often up to 115 µM), for inactives: at the highest dose activity, negative = inhibition, most hits filed as inhibitors; hit rate 1% among 390,000; AID 588590
Target sequence (Q9UNA4 whole entry, looked up): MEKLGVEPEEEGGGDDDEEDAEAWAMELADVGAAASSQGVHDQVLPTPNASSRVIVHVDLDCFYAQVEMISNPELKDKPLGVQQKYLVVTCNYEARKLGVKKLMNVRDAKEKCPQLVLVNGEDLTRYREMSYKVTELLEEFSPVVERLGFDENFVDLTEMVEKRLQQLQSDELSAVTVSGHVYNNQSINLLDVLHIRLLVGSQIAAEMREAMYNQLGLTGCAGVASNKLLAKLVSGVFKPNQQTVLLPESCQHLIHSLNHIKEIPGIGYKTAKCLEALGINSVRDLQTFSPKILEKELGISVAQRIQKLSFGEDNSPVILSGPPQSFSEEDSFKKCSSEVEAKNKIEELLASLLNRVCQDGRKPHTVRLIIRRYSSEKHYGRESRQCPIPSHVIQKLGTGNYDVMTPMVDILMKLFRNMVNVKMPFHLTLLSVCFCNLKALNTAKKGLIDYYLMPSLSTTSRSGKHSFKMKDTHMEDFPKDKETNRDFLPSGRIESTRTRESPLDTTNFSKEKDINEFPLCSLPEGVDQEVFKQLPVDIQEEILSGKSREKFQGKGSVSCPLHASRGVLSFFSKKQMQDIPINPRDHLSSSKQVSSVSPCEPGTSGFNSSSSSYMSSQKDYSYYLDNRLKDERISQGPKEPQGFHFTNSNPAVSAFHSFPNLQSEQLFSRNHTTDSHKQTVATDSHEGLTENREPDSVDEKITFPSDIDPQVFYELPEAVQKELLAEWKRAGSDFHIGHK
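Pol iota at 10 nM preincubated 15 min with compounds at room temperature; reaction started with fluorescent substrate, 50 nM final. Fluorescence read kinetically at 0 and 10 min; buffer-only wells as negative control.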
The depositor's hits bear a star; ? = inconclusive; . = no result given; & = joins results of further samples; [ ] = remark or other dose. Calls follow the shape of the dose curve; as a rule, active = well fitted curve in the direction sought with a large enough effect; inconclusive = small, poorly fitted or top-dose-only effect, or another doubt; inactive = no such curve, though single readings can be large; an effect the other way counts as inactive or inconclusive. Potency is read from the fitted curve at half-maximal effect. A portion of the library; the hit share may differ from the screen's.

SMILES	BLM inh	Pol eta inh	G9a block	BAZ2B inh	POLK inh	APE1 inh	JMJD2A Tudor inh	Pol beta inh	POLI inh
Cc1cccc2c(=O)cc(CSc3ccccc3NC(=O)c3cccc(Cl)c3)[nH]c12	-11%	1%	-4%[59 µM]	0%	-4%[60.1 µM]	.	-10%	8%	0%
COc1ccc(OCC(O)CNC(=O)Nc2cc(F)ccc2C)cc1 (stereo not given)	-7%	-12%	8%	2%	2%	0%	0%	19%	-26%
Cc1ccc(C)c2[nH]c(=O)c(CN(Cc3ccc4c(c3)OCO4)Cc3nnnn3Cc3ccco3)cc12	-17%	-19%	-48%[59 µM]	-38%	-10%	?	-31%	-3%	9%
COc1ccc(-c2noc(-c3ccc(N4CCN(c5ccccc5)CC4)c([N+](=O)[O-])c3)n2)cc1OC	-9%	-15%	-34%[59 µM]	-14%	-37%	.	-12%	89µM*	-3%
O=C(c1cccc([N+](=O)[O-])c1)N1CCCC(C(=O)N2CCCCC2)C1 (stereo not given)	0%	-15%	2%	-13%	-18%	-4%	-15%	-9%	2%
CCc1nc(N)c(C#N)c(-c2ccc(OC)c(OC)c2)c1C	-1%	-13%	-5%[12.7 µM]	5%	4%	-1%	-11%	1%	15%
O=C(OCC(=O)N1CCCc2ccccc21)c1c(F)cccc1F	.	2%	?	20%	-11%	10%	0%	.	12%
COC(=O)c1ccc(N2C(=O)Nc3ccccc3N2O)cc1	0%	-2%	23%	-8%	-1%	4%	-15%	-1%	13%
COc1ccc(-n2c(SCc3ccc([N+](=O)[O-])cc3)nnc2-c2ccccc2)cc1	-5%	?	?	?	-22%	-7%	?	3%	12%
Cn1cnc(S(=O)(=O)N2CCC(C(=O)Nc3ccc(C#N)cc3)CC2)c1	-1%	-16%	-1%[12.7 µM]	-1%	0%[60.1 µM]	.	-3%	-9%	12%
COc1ccccc1NC(=O)CNC(=O)CC12CC3CC(CC(C3)C1)C2	.	-22%	.	.	-12%	11%	-5%	.	?
O=C(NCC(c1ccco1)S(=O)(=O)c1cccs1)c1ccc(C(F)(F)F)cc1 (stereo not given)	-4%	-29%	1%[59 µM]	3%	2%[60.1 µM]	.	-3%	-10%	2%
O=C(NCCc1ccccc1)C1CC(=O)N(C2CCCCCC2)C1 (stereo not given)	0%	5%	0%[59 µM]	14%	0%	-1%	-23%	-7%	79µM*
Cc1[nH][nH]c(=O)c1C(c1c(C)[nH][nH]c1=O)c1cn(Cc2ccccc2Cl)c2ccccc12	-11%	?	14µM*	?	-15%	-2%	?	-15%	5.6µM*
Cc1nc2nc(-c3cccnc3)nn2c(C)c1Cl	-3%	-6%	-10%[59 µM]	-12%	-2%	-7%	-6%[57.1 µM]	-18%	6%
Cc1cc([N+](=O)[O-])nn1CCCC(=O)O	-1%	-12%	-9%	4%	5%	3%	8%	14%	30%
O=C(Nc1cccc(F)c1)c1c(F)c(F)c(F)c(F)c1F	-6%	-18%	-24%[59 µM]	4%	-5%	1%	-5%	2%	8%
Cc1ccc(N2C(=O)C(Cc3ccccc3)NC2=S)cc1 (stereo not given)	0%	-2%	2%[59 µM]	8%	-13%	-1%	-15%	-18%	15%
CC(=O)CC(=O)Nc1ncc(C(F)(F)F)cc1Cl	-6%	-4%	?	-5%	-8%	-5%	-5%	8%	-9%
O=C1CCCC2=C1C(c1ccccc1)CC(=O)N2c1ccccc1 (stereo not given)	-1%	-14%	-33%	3%	-3%	-3%	-17%	22%	8%
C/C(=N\NC(=O)COc1ccc(C(C)(C)C)cc1)c1ccc(OC(F)F)cc1	2%	-31%	-6%	13%	-16%	0%	4%	1%	142%[activator]
O=C(Cn1ncc2c3ccccc3n(Cc3ccccc3)c2c1=O)NCc1ccccn1	-6%&-8%	-10%&-22%	5%	-13%&1%	9%&-4%	-2%	-12%&-1%	0%&-4%	27%&29%
C=CCn1c(SCC(=O)N2CCc3ccccc3C2)nc2sc(C)cc2c1=O	-5%	-15%	49%[0.501 µM]	?	-10%	5%	-12%	29%	-1%
NNc1nc(Nc2ccccc2)nc(N2CCCCC2)n1	-8%	-3%	-7%	79µM*	-2%	-4%	?	3%	19%
N#Cc1ccc[n+](CC(=O)c2ccc(Cl)cc2)c1	-2%	9%	79µM*	-31%	-5%	13%	-17%	-8%	120%[activator]

Other records
SMILES	BLM inh	Pol eta inh	G9a block	BAZ2B inh	POLK inh	APE1 inh	JMJD2A Tudor inh	Pol beta inh	POLI inh
COC(=O)C1=C(NC(=O)c2ccc(C)cc2)CCS1	0%	-13%	9%[59 µM]	-5%	-6%	0%	-13%	31%[activator]	29%
CCOc1ccc(-c2nnc(SCC(=O)Nc3ccc(C)cc3Cl)o2)cc1	-5%	-7%	?	-19%	-5%	.	-25%	?	-9%
O=C(CCN1CCc2ccccc2CC1)c1ccc2c(c1)OCCO2	-11%	3%	2.2µM*	-2%	-17%	0%	?	0%	-4%
Cc1ccc(NC(=O)CSc2ccccc2NC(=O)c2ccccc2)cc1Cl	-4%	?	0%[59 µM]	-4%	-1%	2%	-4%	8%	59%[activator]
Cc1cc(/C=C(\C#N)C(=O)O)c(C)n1CC(C)C	0%	-18%	?	4%	-6%	4%	-23%	20%[57.1 µM]	32%[activator]
COc1ccc(C(=O)Nc2ccc(S(=O)(=O)Nc3cc(C)nc(C)n3)cc2)c(OC)c1	-2%	-2%	?	.	12%	3%	-21%	-12%	-9%
Cc1cc(C)c(-n2c(C)cc(/C=C3/NC(=O)NC3=O)c2C)c(C)c1	-8%	-16%	?	50µM*	-8%	-8%	?	-18%	7%
CCN(CC(=O)NC1CCCC1)S(=O)(=O)c1ccc(C)cc1	-8%	-5%	-5%[12.7 µM]	8%	-4%	11%	4%	14%	9%
CC(C)Oc1cc2oc(=O)c3c(c2cc1Cl)CCC3	-2%	5%	1%[12.7 µM]	10%	-18%	-4%	-3%	?	24%
COc1ccc(/C=N/N=C2/NC(=O)C(c3ccccc3)(c3ccccc3)S2)cc1	-1%	9%	12%[59 µM]	7%	2%	4%	-16%	7%	-5%
CC(O)CNc1nc2c(c(=O)n(Cc3cccc(Cl)c3)c(=O)n2C)n1C (stereo not given)	-2%	-20%	19%[0.501 µM]	-6%	-2%	15%	-10%	9%	12%
CCOc1ccc(CCNC(=O)c2cc(C)on2)cc1OCC	-3%	4%	.	-8%	-11%	-20%	-6%	-23%	36%[activator]
Cc1ccc(C(=O)NC2CCS(=O)(=O)C2)cc1S(=O)(=O)N1CCCCC1 (stereo not given)	0%	-6%	8%[59 µM]	7%	-12%	12%	-8%	-3%	0%
Cc1ccc2ncc3c(-c4ccc(F)cc4)nn(-c4cccc(F)c4)c3c2c1	-10%	-7%	22%[59 µM]	-7%	-3%[60.1 µM]	.	-15%	26%	-5%
Cc1ccc(C2(C)NC(=O)N(CC(=O)NC3CCCCC3)C2=O)cc1 (stereo not given)	.	-12%	13%[0.501 µM]	-19%	2%	35%	-2%	.	19%
CCCNc1c(NS(=O)(=O)c2ccc(OC)c(OC)c2)c(=O)oc2ccccc12	2%	-17%	.	-34%	2%	-15%	-10%	32%	15%
Cc1cc(C)n(C(=O)Cn2nc([N+](=O)[O-])cc2C)n1	-5%	-17%	-1%	-28%	2%	1%	3%	0%	105%[activator]
CCOC(=O)C1=C(N)n2c(s/c(=C/c3ccccc3)c2=O)=C(C(=O)OCC)C1c1ccccc1 (stereo not given)	2%	.	12%	-24%[57.1 µM]	.	0%	.	4%	.
O=C1CC(N2CCN(c3ccccc3)CC2)C(=O)N1c1cccc(Cl)c1 (stereo not given)	2%	-15%	.	-6%	6%	-4%	-5%	7%	?
CC(=O)O[C@H]1CC[C@@]2(C)C(=CC[C@H]3[C@@H]4CC[C@H](C(C)=O)[C@@]4(C)CC[C@@H]32)C1	.	-11%	.	.	5%	.	-16%	.	24%
N#Cc1ccc(CN2C(=O)c3ccccc3Sc3ccc(C(=O)OCc4ccco4)cc32)cc1	-5%	-14%	-7%[59 µM]	-17%	-4%[60.1 µM]	.	-17%	-7%	27%
COP(=O)(OC)c1nc(-c2ccc([N+](=O)[O-])cc2)oc1N1CCCCC1	-3%	-2%	4%	-5%	5%	-5%	5%	2%	10%
CC1(C)CC(NC(=O)c2cccc3ccccc23)CC(C)(C)N1	3%	8%	6%	10%	2%	2%	-5%	0%	29%
CCCC(NC(=S)NCC1CCCO1)C12CC3CC(CC(C3)C1)C2 (stereo not given)	-9%	-16%	13µM*	-6%	-12%	6%	?	?	-8%
OCCN1CCN(CC(O)COc2ccc(C34CC5CC(CC(C5)C3)C4)cc2)CC1 (stereo not given)	2%	-18%	?	?	0%	?	?	-4%	73%[activator]

Brought forward from above: two compounds, followed by the next part.
SMILES	BLM inh	Pol eta inh	G9a block	BAZ2B inh	POLK inh	APE1 inh	JMJD2A Tudor inh	Pol beta inh	POLI inh
CCCC(NC(=S)NCC1CCCO1)C12CC3CC(CC(C3)C1)C2 (stereo not given)	-9%	-16%	13µM*	-6%	-12%	6%	?	?	-8%
OCCN1CCN(CC(O)COc2ccc(C34CC5CC(CC(C5)C3)C4)cc2)CC1 (stereo not given)	2%	-18%	?	?	0%	?	?	-4%	73%[activator]
O=C(/C(=C/O)N=Nc1ccc(Cl)cc1)c1ccncc1	-5%	0%	17%[0.501 µM]	32µM*	-14%	9%	?	?	?
CCCCCNS(=O)(=O)c1cc2c3c(c1)CCC(=O)N3CCC2	-2%	-8%	-8%	1%	-3%	-13%	1%	2%	40%[activator]
c1cc(CN2CCCCC2)cc(OCCCNc2nc3ccccc3s2)c1	-2%&-2%	-5%[57.1 µM]	17%[12.7 µM]	.	-8%[60.1 µM]	1%&2%&0%	?	10%[57.1 µM]	3%[58.9 µM]
Cc1nc(NC(=O)/C=C/c2ccccc2)sc1C(=O)Nc1ccc(Cl)cc1	-6%	-11%	18%	-4%	1%	-1%	-6%	1%	4%
COc1ccc(S(=O)(=O)N2CCCCCC2)cc1C(=O)Nc1cccc(C)n1	1%	-9%	53%[activator]	-5%	-10%	15%	-8%	-13%	6%
CCc1ccc(/C=C2\Oc3c(ccc(O)c3CN3CCN(C)CC3)C2=O)cc1	-1%	-15%	-31%	-29%	-13%	-4%	-11%	-10%	?
